CDK5 inh: blocks human CDK5/p35 kinase activity; Q00535+Q15078; Recombinant CDK5/p35, ADP-Glo luminescence, 60 min; inhibition, % at 10 µM; actives 0.01% (n = 330,000); AID 488839;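 active means highest replicate inhibition of at least 50% and at least 75% of replicates reaching 50%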;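 further: plate controls were DMSO neutral control for no effect and GW8510 at 10 µM for full effect; many of its hits are not listed in these tables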
Target sequence (Q00535 whole entry, looked up): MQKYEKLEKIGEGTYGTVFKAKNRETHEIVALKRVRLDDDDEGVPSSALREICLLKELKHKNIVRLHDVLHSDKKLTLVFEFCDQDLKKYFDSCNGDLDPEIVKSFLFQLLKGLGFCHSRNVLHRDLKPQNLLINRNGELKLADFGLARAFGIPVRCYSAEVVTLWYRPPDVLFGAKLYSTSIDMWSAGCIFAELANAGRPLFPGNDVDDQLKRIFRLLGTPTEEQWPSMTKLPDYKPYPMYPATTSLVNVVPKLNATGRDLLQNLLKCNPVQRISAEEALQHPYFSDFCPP
Target sequence (Q15078 whole entry, looked up): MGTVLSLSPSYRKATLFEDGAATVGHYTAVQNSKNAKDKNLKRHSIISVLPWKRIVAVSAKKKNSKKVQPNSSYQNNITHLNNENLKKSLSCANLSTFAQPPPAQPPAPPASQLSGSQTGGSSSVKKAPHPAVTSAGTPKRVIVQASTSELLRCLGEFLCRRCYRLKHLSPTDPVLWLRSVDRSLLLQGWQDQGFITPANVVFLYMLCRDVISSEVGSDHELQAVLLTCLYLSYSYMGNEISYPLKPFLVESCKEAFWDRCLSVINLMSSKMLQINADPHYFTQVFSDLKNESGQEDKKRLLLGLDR
V-ATPase pH: regulators of yeast V-ATPase proton transport; S. cerevisiae, pHLuorin cytosolic pH fluorescence; AID 504577; response, % at 10 µM; actives 0.37% (n = 350,000); in the data active means response mostly above about 7.3%, no sharp cut-off; inactive means mostly below about 5.4%; further: actives read high; inactives centre near 0; some compounds called inactive have numbers as strong as hits; reference of the scale not given here
Wnt bcat act: Wnt/beta-catenin pathway activation. actives 1.2% (n = 300,000). AID 743398. Wnt/beta-catenin reporter cell assay, activator, plate reader. activation, % at 9.35 µM; in the data active means activation above about 30%, passing the limit was not always enough;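 further: 0% = neutral control wells and 100% = positive control wells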
CAL PDZ FP-1: blocks peptide binding to human CAL PDZ domain; purified CAL PDZ, TMR-peptide fluorescence polarization, 1 h; inhibition, % at 20 µM; actives 0.02% (n = 330,000); AID 504414;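 active means highest replicate inhibition of at least 40%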;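 further: plate controls were DMSO neutral control wells for no effect and unlabeled competitor peptide control wells for full effect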
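System: tagged CAL PDZ domain. Schedule: 1 h room-temperature incubation prior to read. Signal: fluorescence polarization (mP). Measure: percent inhibition from loss of millipolarization.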
Rtt109 Vps75: C. albicans Rtt109 histone acetyltransferase inhibition | Q5AAJ8 | purified Rtt109/Vps75, ThioGlo CoA-SH fluorescence, 4 h | inhibition, % at 34.9 µM | actives 0.16% (n = 330,000);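 active means inhibition of at least 50% in every replicate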
Target sequence (Q5AAJ8 whole entry, looked up): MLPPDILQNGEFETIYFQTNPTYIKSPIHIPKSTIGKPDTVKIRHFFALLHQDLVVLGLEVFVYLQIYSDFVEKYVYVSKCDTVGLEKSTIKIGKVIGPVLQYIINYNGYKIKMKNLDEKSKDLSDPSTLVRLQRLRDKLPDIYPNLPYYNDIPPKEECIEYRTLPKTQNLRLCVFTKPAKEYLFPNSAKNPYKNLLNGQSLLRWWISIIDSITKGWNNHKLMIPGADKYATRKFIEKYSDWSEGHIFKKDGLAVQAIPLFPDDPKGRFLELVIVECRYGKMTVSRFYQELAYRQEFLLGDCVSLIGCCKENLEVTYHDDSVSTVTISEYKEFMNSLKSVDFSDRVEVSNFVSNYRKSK
RTF Ca sens act: cardiac RTF calcium sensitization | actives 0.24% (n = 340,000) | IANBD-labeled TnC RTF fluorescence at EC20 calcium; 0% EC20 calcium, 100% full calcium | activation, % at 7.2 µM | P19429+P45379;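 active means activation above the mean over all tested compounds plus 3 SD, cut at about 30% in these data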;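 further: rise in fluorescence read as greater calcium sensitivity of cardiac thin filaments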
MITF TRPM1 HTS: MITF TRPM1 promoter activation in melanoma cells; SK-MEL-5 TRPM1-promoter luciferase, 24 h; % of positive control, neutral wells = 0; activation, % at 12.5 µM; actives 0.75% (n = 300,000);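 active means mean activation of at least 80% with every replicate also reaching 80%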;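 further: 0% = neutral control wells and 100% = parthenolide positive control wells; values of inactives mirror those of a sister screen read the other way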
dFosB act: mouse delta FosB homodimer activation. purified delta FosB, TAMRA-CDK5 oligo fluorescence polarization; percent of positive-control signal above neutral wells. activation, % at 25 µM. actives 0.99% (n = 340,000). AID 493131;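 active means mean activation above about 17%, with every replicate also reaching it, limit read from the data, passing the limit was not always enough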;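 further: fluorescence polarization rise as delta FosB binds a TAMRA Cdk5 AP-1 oligo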
CAL PDZ FP-2: inhibitors of human CAL PDZ peptide binding | inhibition, % at 24.9 µM | Q9HD26 | purified CAL PDZ, TMR-peptide fluorescence polarization, 1 h | AID 602252 | actives 0.92% (n = 300,000);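 active means mean inhibition of at least 30% with at least half of replicates also reaching 30%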;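 further: 0% = DMSO neutral control and 100% = excess unlabeled competitor peptide PRC23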
Tat transport: inhibitors of E. coli Tat protein transport; inhibition, % at 10 µM; actives 0.036% (n = 340,000); E. coli MC4100 TorA-mCherry Tat export, fluorescence;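 active means mean replicate inhibition at least 50% and at least half of replicates individually reaching 50%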;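 further: exported cargo escapes ClpAP degradation while cytoplasmic cargo is degraded and loses fluorescence; 0% = median of neutral control wells and 100% = median of NaSCN control wells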
* = called active by the depositor; i = inactive; x = not tested or not shown.

Below each compound: CDK5 inh | V-ATPase pH | Wnt bcat act | CAL PDZ FP-1 | Rtt109 Vps75 | RTF Ca sens act | MITF TRPM1 HTS | dFosB act | CAL PDZ FP-2 | Tat transport
- O=c1c2ccccc2nc(SCc2nnc(-c3ccccc3)o2)n1-c1ccc(F)cc1F
 : 0.1 | -1 | 0 | x | 0 | -4 | 5 | -12 | 3 | 4
- O=C(NCc1ccccc1)c1ccc(NC2=NC3CS(=O)(=O)CC3S2)cc1 (stereo unspecified)
 : 0.5 | -1 | x | -3.4 | -9 | -13 | 2 | -5 | -3 | -8
- Cc1noc(C)c1COc1cccc(C(=O)N(C)Cc2nc3ccccc3c(=O)[nH]2)c1
 : -0.3 | -1 | -2 | 0.1 | -5 | -3 | -4 | -9 | x | -2
- COc1ccc(CC(=O)N/N=C(\C)c2ccccn2)cc1
 : -1.6 | 6 | x | -0.4 | -5 | 6 | -34 | 0 | 2 | -2
- N/C(=N\OC(=O)COc1ccc(Cl)cc1Cl)c1ccccn1
 : -1.9 | 1 | 6 | -1.7 | 10 | -4 | 27 | -13 | -4 | -5
- CN1c2ccccc2C(O)=C(C(=S)Nc2ccc(F)c(Cl)c2)S1(=O)=O
 : 0.0 | -4 | 0 | -1.6 | 12 | 17 | 4 | 1 | -4 | -2
- COC(=O)c1cc2sccc2n1CC(=O)N(C)c1ccccc1
 : 0.7 | -3 | -4 | -1.7 | -7 | -3 | -2 | 2 | 6 | 5
- O=C(CN1C(=O)C(=O)N(Cc2ccco2)C1=O)c1c[nH]c2ccccc12
 : -5.4 | 6 | -2 | -3.3 | -1 | 10 | -8 | 3 | -4 | -1
- O=C(NS(=O)(=O)Oc1ccc(Cl)cc1)OC[C@@H]1CCCN2CCCC[C@H]12
 : -1.4 | 5 | -2 | -1.2 | -7 | 1 | -2 | 5 | -1 | 4
- Cc1[nH][nH]c(=O)c1N=Nc1ccccc1Cl
 : -3.3 | 8 | 6 | -0.1 | 9 | 7 | 5 | -2 | x | -8
- Cc1ccc2nc(/C(C#N)=C\c3ccc(Oc4ccc([N+](=O)[O-])cn4)cc3)[nH]c2c1
 : 1.8 | -3 | 0 | -0.1 | 9 | 10 | 5 | -6 | -3 | -3
- Cc1cccn2c(=O)c3cc(C(=O)NCC4CCCO4)c(=N)n(C4CCCC4)c3nc12 (stereo unspecified)
 : -0.2 | -1 | -2 | -3.0 | i | 1 | 25 | -5 | -1 | 4
- O=[N+]([O-])c1ccc(C2=CSC3=NCCN23)cc1
 : -0.2 | -4 | -4 | 0.1 | 9 | -1 | 3 | -3 | -7 | -3
- O=C(/C=C/c1ccc(OC(F)F)cc1)OCC(=O)N1CCc2ccccc21
 : 0.3 | 0 | -2 | -1.9 | 2 | -2 | -2 | -5 | -3 | -1
- CC1CCN(CCCn2c(=S)[nH]c3ccc(N4CCOCC4)cc3c2=O)CC1
 : -1.1 | 1 | -4 | -0.5 | 4 | 3 | -5 | 1 | -3 | -5
- CSCc1nc2sc(C(=O)Nc3nc(C)cs3)c(C)c2c(=O)[nH]1
 : 1.0 | -1 | 4 | 0.1 | -3 | 6 | 49 | -8 | -3 | 0
- CCOC(=O)C1CCCN(C(=O)c2cc(CN3C(=O)c4ccccc4C3=O)ccc2OC)C1 (stereo unspecified)
 : 0.9 | 2 | -6 | -0.9 | 1 | 4 | -6 | -7 | 2 | 4
- Cc1ccc(N2CC(C(=O)Nc3ccccc3C(=O)NC3CCCCC3)CC2=O)cc1 (stereo unspecified)
 : -0.1 | 2 | x | -1.7 | -2 | -2 | x | -5 | 13 | -3
- CCc1ccccc1NC(=O)Nc1cc(F)ccc1F
 : -1.2 | 0 | -1 | -1.7 | x | 2 | -4 | 2 | 0 | 2
- CC(=O)NC(CC(=O)NCCCn1ccc2ccccc21)c1ccccc1 (stereo unspecified)
 : -0.3 | 3 | 0 | -4.7 | -11 | -5 | -4 | -3 | -3 | -2
- O=C(CCc1ccccc1)NNC(=O)c1ccccn1
 : -0.8 | 0 | -2 | -0.1 | -6 | -1 | -4 | -7 | 0 | -4
- COC(=O)[C@H](C)NC(=O)Nc1ccc(S(N)(=O)=O)cc1
 : -7.1 | 1 | x | -0.1 | -3 | 4 | -5 | 0 | -6 | 13
- CC(=O)Nc1ccc2c(c1)CCCN2C(=O)c1ccccc1
 : -1.1 | 7 | x | -1.6 | 2 | -4 | 0 | -3 | -2 | -9
- CSc1nc(N)nc(C2CC2)n1
 : 0.6 | 2 | 0 | -0.2 | -1 | -3 | x | -1 | -1 | -6
- COc1ccc(CCNC(=O)Cn2c(=O)oc3ccccc32)cc1OC
 : 1.1 | 2 | 1 | -0.1 | -5 | -7 | 2 | -1 | -2 | -1
- COc1ccc(OCCn2c(=N)n(CCO)c3ccccc32)cc1
 : 0.9 | -1 | x | x | 8 | -5 | -5 | -2 | -4 | -1
- COc1cccc(OCc2cc(C3Nc4ccccc4C(=O)N3Cc3ccco3)ccc2OC)c1 (stereo unspecified)
 : -0.2 | 6 | x | -0.7 | 25 | 0 | 0 | -8 | -3 | -4
- COc1ccc(C2=NN(CC(=O)NCc3ccco3)C(=O)CC2)cc1
 : -1.2 | -3 | 2 | -1.6 | 0 | 2 | -19 | -4 | -3 | -3
- CC(=O)c1c(N2CCN(c3ccccc3)CC2)nc(=S)n(-c2ccccc2)c1C
 : 3.4 | 0 | x | -0.2 | 42 | 0 | -3 | 6 | -2 | -5
- Cc1cc(C(=O)NCCc2ccc(Cl)cc2)c(C)o1
 : 3.7 | -4 | 12 | -0.2 | 2 | 1 | 43 | 1 | x | -3
- C=CCOc1c(Cl)cc(CNc2ccc(N(C)C)cc2)cc1OC
 : 0.7 | -2 | -3 | 1.1 | -2 | -5 | -21 | -7 | x | -4
- Cc1ccc(NC(=O)CN2C(=O)NC(C)(C)C2=O)cc1S(=O)(=O)N1CCCCCC1
 : -2.3 | -2 | -1 | -1.7 | 7 | -3 | -5 | -11 | -12 | 16
- c1ccc(-c2ccccc2OCCCCN2CCCCC2)cc1
 : -1.8 | 0 | x | -0.9 | 8 | -3 | 16 | -5 | 0 | -6
- CCn1cnc2cc(NS(=O)(=O)c3ccc(C)cc3)ccc21
 : 0.1 | 3 | x | -0.5 | -6 | -2 | -1 | -1 | 0 | -1
- CC1=NN(c2ccccc2)C(=O)/C1=C\C=C1/N(C)c2ccccc2C1(C)C
 : -3.4 | -2 | -1 | 0.3 | x | 5 | -8 | -9 | -3 | -4
- COc1ccc(C2OC34CCCCC3C(C#N)(C#N)C2(C#N)C(=N)O4)cc1 (stereo unspecified)
 : -1.2 | -2 | x | 1.4 | -25 | 24 | -11 | -146 | 1 | -29
- Cn1c(N)c(C(=O)COC(=O)CC(NC(=O)c2ccccc2Cl)c2ccccc2)c(=O)n(C)c1=O (stereo unspecified)
 : 2.7 | -2 | 0 | x | -8 | -6 | 5 | 0 | -4 | 3
- COc1ccc(OC)c(CNn2c(-c3ccccc3F)nc3ccccc3c2=O)c1
 : -0.4 | -3 | -1 | -2.7 | 4 | -2 | -7 | -6 | -2 | 4
- CC(C)C[C@H]1CNC(=O)C(=O)N1C[C@H](C)NC(=O)Cc1ccccc1
 : 0.7 | -5 | 1 | -0.4 | -6 | -5 | -4 | -1 | -3 | -2
- CC(C)(C)OC(=O)N(CCc1ccccc1)Cc1ccc(OCc2cccc(NC(=O)C3CCC3)c2)cc1
 : 0.6 | -2 | -6 | -1.3 | 3 | 4 | -5 | -17 | -10 | -2
- Cc1c(C)c2cc(Cl)c(OCC(=O)N3CCN(c4ccc(F)cc4)CC3)cc2oc1=O
 : -2.7 | 0 | -3 | -2.5 | 3 | -5 | -5 | 11 | -3 | 0
- N=c1oc2ccc(Cl)cc2cc1C(=O)Nc1ccc(F)cc1
 : -1.2 | 3 | 36* | x | 3 | 11 | 36 | -6 | -9 | -4
- CCN(CC)C(=O)C1=C(C)NC(=S)NC1c1cccs1 (stereo unspecified)
 : -1.0 | 0 | -2 | -2.6 | x | 3 | -4 | -5 | -1 | -13
- O=C(N=C1SC2CS(=O)(=O)CC2N1c1cc(Cl)ccc1Cl)C1CCCO1 (stereo unspecified)
 : x | 2 | 2 | -2.0 | -10 | -7 | -3 | -3 | -2 | -12
- CCOC(=O)C1=C(CNCc2ccc(F)cc2)NC(=O)NC1c1cccc([N+](=O)[O-])c1 (stereo unspecified)
 : 3.4 | -3 | 0 | -0.1 | 3 | -5 | 1 | -4 | -1 | -1
- NC(=O)N/N=C/c1ccc(N2CCOCC2)s1
 : -0.6 | 4 | -2 | -1.9 | -10 | 20 | -14 | -6 | 0 | -33
- Cc1cc(C)cc(NC(=O)C(OC(=O)C2=COCCO2)c2ccccc2)c1 (stereo unspecified)
 : -0.9 | -1 | 2 | -0.8 | 7 | -2 | 8 | 2 | -4 | 4
- COc1ccc(C(CNC(=O)Cc2c(F)cccc2Cl)N2CCCCC2)cc1 (stereo unspecified)
 : 0.3 | 1 | -2 | -0.4 | 1 | 8 | -2 | -5 | x | -2
- CC(=O)c1c(C)oc2c1cc(O)c1ccccc12
 : 0.6 | 2 | 12 | -3.9 | -2 | 0 | 15 | 4 | -1 | -3
- COc1cc(CN2CCC(C(=O)N3CCN(c4ccccc4F)CC3)CC2)ccc1O
 : -0.1 | -3 | -6 | 0.5 | -4 | -1 | -9 | -6 | 2 | -5
- CCn1c(CSc2nc3ccccc3[nH]2)n[nH]c1=S
 : -0.2 | 1 | 0 | -2.3 | -2 | 7 | 7 | 0 | -6 | -2
- CC(C)CNC(=O)COc1ccc2c3c(c(=O)oc2c1)CCC3
 : 1.8 | -3 | 1 | -0.1 | 4 | -6 | 27 | -2 | 12 | -3
- COc1ccccc1CNC(=O)C1(C)Oc2cccnc2NC1=O (stereo unspecified)
 : 0.3 | 1 | -2 | -1.9 | 15 | -3 | 4 | -7 | -3 | -4
- CCCc1cc2c(-c3ccccc3)cc(=O)oc2cc1OCc1ccc(C(=O)O)o1
 : -4.0 | 6 | -1 | -4.6 | 0 | 0 | -2 | -22 | -7 | 13
- O=C(CCCN1C(=O)/C(=C/c2ccco2)SC1=S)Nc1ccccc1C(=O)O
 : -11 | 11 | -4 | -6.8 | 19 | -5 | 14 | -13 | 15 | -6
- CCCn1nc(NC(=O)c2cccs2)c2cc3ccccc3nc21
 : -1.3 | -1 | x | -2.0 | 0 | -1 | 11 | 5 | -4 | 1
- Nc1nc(-c2ccccc2)[nH]c(=O)c1N=O
 : 1.2 | 1 | -3 | -0.9 | 0 | 2 | -8 | 1 | -2 | -21
- Cc1ccc(-c2cc(Cc3ccc(F)cc3)c(=O)[nH]n2)cc1
 : -1.1 | -2 | 2 | -1.2 | 8 | x | x | -6 | -3 | 3
- Cc1ccc(Nc2ncnc(N)n2)cc1
 : 1.2 | -1 | 15 | -0.6 | -2 | 2 | 38 | -1 | -4 | -3

Bioassay records (PubChem)

An unsorted share of the library, and some 4.1% of all compounds hit somewhere here.
